Source: PubChem (Broad Institute)
LGR2 inh: Drosophila LGR2 receptor signaling inhibition | HEK293 LGR2, CRE-luciferase, bursicon-stimulated, 4 h | inhibition, % at 9.99 µM | hit rate 0.35% among 380,000;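 active = drop in luminescence signal, shown as inhibition above about 50% in the replicate tests, limit read from the data, passing the limit was not always enough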;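 also: agonist challenge used bursicon conditioned medium at about half maximal strength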
GSIS activator: GLuc luminescence reporter in INS-1E cells, primary screen for activators of glucose-dependent secretion of insulin; INS-1E GLuc reporter insulin secretion, 2-3 h; activation, % at 16.6 µM; hit rate 0.61% among 370,000; AID 743287;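 active = lowest replicate activation of at least 40%, so every replicate reaches that level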;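 also: 0% = median of neutral control wells and 100% = median of IBMX positive control wells; some compounds called inactive have numbers as strong as hits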
Cneo AK release: Cryptococcus neoformans lysis via adenylate kinase release; hit rate 0.2% among 360,000; lysis activity, % at 15 µM; AID 651654; C. neoformans lysis, adenylate kinase release luminescence, 4 h; normalised: neutral wells 0, clomiphene wells 100;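 active = mean lysis activity across replicates of at least 80%, whatever share of replicates individually reach that level; inactive = mean lysis activity below 80%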
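Test system: log-phase Cryptococcus neoformans yeast cells; Quantity: yeast cell density of 5 × 10^6 cells/mL; Buffer or medium: YPD; Doses: single compound concentration per well; Timing: 4 h at 37 °C static, read 1 h later; Measured by: AK luminescence; Read-out basis: lysis from increased AK signal; Control set: Clomiphene as positive control.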
ARNT TACC3 PPI: disruptors of human ARNT/TACC3 interaction; AlphaScreen His-ARNT PAS-B/GST-TACC3 binding, luminescence; TACC3 fragment carries E629A point mutation; inhibition, % at 9.99 µM; hit rate 0.66% among 390,000; AID 623870;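 active = mean inhibition of replicates at least 50% and at least half of replicates each reaching 50%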;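 also: 0% = complete ARNT plus TACC3 wells and 100% = ARNT alone without TACC3; many hits fall short of the cut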
PAX8 inh HTS: inhibitors of PAX8 transcriptional activity in RMG-I cells; RMG-I TPO-luciferase reporter, SteadyGlo, 24 h; hit rate 1.2% among 360,000; inhibition, % at 12.6 µM;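 active = mean replicate inhibition at least 60% with every replicate also reaching 60%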;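 also: luciferase light reporting Pax8 driven TPO promoter activity; plate controls were median of neutral control wells for no effect and mitoxantrone controls for full effect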
Statin myotox sup: protects C2C12 myotubes from simvastatin toxicity | ATP luminescence, 48 h; scaled: DMSO 0, geranylgeraniol control 100 | rescue of ATP level, % at 7.49 µM | hit rate 0.78% among 330,000;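 active = mean ATP rescue above about 67%, or every replicate alone reaching that limit, limit read from the data, passing the limit was not always enough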;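 also: myotubes were challenged with 10 µM simvastatin during compound exposure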
PglD inh: blocks C. jejuni PglD acetyltransferase activity | purified PglD enzyme, DTNB colorimetric CoA detection | inhibition, % at 12.5 µM | hit rate 0.098% among 360,000 | AID 602405; in the data active = inhibition above about 16%, passing the limit was not always enough; also: strong numbers were not always called active
PGC1a acetyl inh: PGC1a acetylation modulation, inhibitor mode; U2OS PGC1a acetylation, AlphaScreen anti-acetyl-lysine; with virally co-expressed GCN5 acetyltransferase; inhibition, % at 15.6 µM; hit rate 0.17% among 350,000;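 active = every replicate shows inhibition of at least 40%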;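 also: 0% = neutral control wells and 100% = positive control wells; some results beyond the cut were filed as inactive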
* = called active by the depositor; x = not tested or not shown; & = joins results of further samples.

Values run as follows: LGR2 inh, GSIS activator, Cneo AK release, ARNT TACC3 PPI, PAX8 inh HTS, Statin myotox sup, PglD inh, PGC1a acetyl inh
C[C@@H]1CCCCO[C@H](CN(C)S(=O)(=O)c2ccc(Cl)cc2)[C@H](C)CN([C@H](C)CO)C(=O)c2cc(NS(=O)(=O)c3ccc(F)cc3)ccc2O1
→ -5, -2, -2, -18, 48, -8, 3, -17
O=C(NNc1nc2cc3c(cc2s1)OCO3)c1cccc(F)c1
→ -53, -7, 4, 1, -19, -9, 3, -6
Cc1cc(C(=O)N/N=C/C=C/c2ccccc2)c(C)o1
→ -23, -16, x, 1, -7, x, x, x
c1ccc2c(c1)C(=Nn1cnnc1)c1ccccc1-2
→ x, x, 1, -7, x, 14, 2, 1
O=C(Oc1ccccc1)c1ccccc1
→ 16, -5, -5, -4, x, 7, 12, 3
CCN1CCCSC1=S
→ x, x, -1, x, 20, -2, 2, -14
CCCCCN(C(=O)CCC(=O)OCc1cccc(F)c1)c1c(N)n(CCCC)c(=O)[nH]c1=O
→ -7, 5, 2, -2, 8, 4, -1, 1
O=S(=O)(c1cccc(-c2cn3ccccc3n2)c1)N1CCCC1
→ 8, -10, x, 4, -15, x, x, x
Cc1cc(N)ccc1-c1cc2ccccc2oc1=O
→ -10, 2, 1, 26, -45, -2, 0, 19
Cc1cc(C(=O)NCc2cccs2)nn1C
→ -1, -1, x, 2, -25, x, x, x
O=C(CCn1c(=O)sc2ccccc21)NCc1ccco1
→ 9, -8, -2, -1, x, 14, -6, -6
CN(C(=S)Nc1ccc(F)cc1)C1(c2ccccc2Cl)CCCCC1=O (configuration not stated)
→ x, x, -4, 0, x, -10, 0, -12
OCn1ncn(-c2ccccc2)c1=S
→ -1, -1, 1, -4, x, -1, -2, 7
Nc1nonc1-n1nnc(C(=O)N/N=C/c2cccnc2)c1CSc1ccc(Cl)cc1
→ -18, -16, 1, -1, -1, 5, 1, x
Cc1noc(C)c1NC(=O)N(C)C[C@@H]1Oc2ccc(NC(=O)Nc3cccc4ccccc34)cc2C(=O)N([C@H](C)CO)C[C@@H]1C
→ 2, -3, 4, 10, 9, -22, 4, 9
COc1ccc(C(=O)NCCc2nnc(SCC(=O)Nc3ccccc3F)n2C)cc1
→ -34, -26, x, -9, -10, x, x, -1
COC(=O)C1CCN(C(=O)CCC2CCCCC2)CC1
→ x, x, 9, -5, x, -3, -2, -4
COc1ccc(C(C)NC(=S)NCc2ccc(F)cc2)cc1OC (configuration not stated)
→ 22, -4, 0, 7, -7, x, -6, 1
CCOC(=O)C(CCCCOc1cccc(CC)c1)C(=O)OCC
→ 21, -19, 4, -24, -1, x, 6, x
CCc1ccc(NC(=O)C2CCC(CNC(=O)[C@@H]3Cc4ccccc4CN3)CC2)cc1 (some centres not stated)
→ -7, 1, -1, -3, 0, -6, 1, 6
CS(=O)(=O)c1ccc(Cl)c(NC(=O)COC(=O)CCN2C(=O)C3CC=CCC3C2=O)c1 (configuration not stated)
→ -2, 9, -1, -3, -12, 1, -1, 14
Cn1ncc(N=Cc2ccc([N+](=O)[O-])cc2)c1C(=O)N1CCOCC1
→ x, x, 0, -6, x, -8, -4, 7
COc1cc(/C=C2/C(=O)NN(c3cccc(C)c3)C2=O)cc([N+](=O)[O-])c1O
→ -14, 20, x, 13, -1, x, x, x
COc1cccc(Nc2nc(C(N)Cc3ccc(Cl)cc3)cs2)n1 (configuration not stated)
→ -7, x, 7, x, -9, -19, 7, 21
CC(C)CCNC(=O)CCc1nnc2ccc(N3CCC(C)CC3)nn12
→ -5, -2, 6, 12, 17, -2, -1, 2
C/C=C/c1ccc([C@@H]2[C@H](CO)N(Cc3cccc(F)c3)C23CN(C(=O)CC)C3)cc1
→ 9, -14, x, x, 12, x, x, -6
CCc1nnc(NC(=O)c2ccc(S(=O)(=O)N3CCCc4ccccc43)cc2)o1
→ 1, 9, x, 24, x, 2, x, x
O=C(CC1C(=O)NCCN1C/C=C/c1ccccc1)NCCCC1CCCC1 (configuration not stated)
→ -16, -20, 0, 1, -29, 1, -2, 9
COCCNC(=O)C1Nc2ccc(OC(F)(F)F)cc2C2C=CCC12 (configuration not stated)
→ 6, -13, -2, 5, -13, -6, 0, -2
Cn1c(NCc2cccc(Br)c2)nc2ccccc21
→ x, x, 1, 1, -12, 3, 0, 2

Of the compounds above, 2 have two or more sulfur atoms:
Values run as follows: LGR2 inh, GSIS activator, Cneo AK release, ARNT TACC3 PPI, PAX8 inh HTS, Statin myotox sup, PglD inh, PGC1a acetyl inh
C[C@@H]1CCCCO[C@H](CN(C)S(=O)(=O)c2ccc(Cl)cc2)[C@H](C)CN([C@H](C)CO)C(=O)c2cc(NS(=O)(=O)c3ccc(F)cc3)ccc2O1
→ -5, -2, -2, -18, 48, -8, 3, -17
CCN1CCCSC1=S
→ x, x, -1, x, 20, -2, 2, -14

Compound profiles, from the list above. Order of screens: LGR2 inh | GSIS activator | Cneo AK release | ARNT TACC3 PPI | PAX8 inh HTS | Statin myotox sup | PglD inh | PGC1a acetyl inh
`C[C@@H]1CCCCO[C@H](CN(C)S(=O)(=O)c2ccc(Cl)cc2)[C@H](C)CN([C@H](C)CO)C(=O)c2cc(NS(=O)(=O)c3ccc(F)cc3)ccc2O1` as listed: -5 | -2 | -2 | -18 | 48 | -8 | 3 | -17
`Cc1cc(C(=O)NCc2cccs2)nn1C` as listed: -1 | -1 | x | 2 | -25 | x | x | x
`CCCCCN(C(=O)CCC(=O)OCc1cccc(F)c1)c1c(N)n(CCCC)c(=O)[nH]c1=O` as listed: -7 | 5 | 2 | -2 | 8 | 4 | -1 | 1
`COc1cc(/C=C2/C(=O)NN(c3cccc(C)c3)C2=O)cc([N+](=O)[O-])c1O` as listed: -14 | 20 | x | 13 | -1 | x | x | x
`CN(C(=S)Nc1ccc(F)cc1)C1(c2ccccc2Cl)CCCCC1=O` (configuration not stated) as listed: x | x | -4 | 0 | x | -10 | 0 | -12

The list goes on.
Values run as follows: LGR2 inh, GSIS activator, Cneo AK release, ARNT TACC3 PPI, PAX8 inh HTS, Statin myotox sup, PglD inh, PGC1a acetyl inh
CC(=O)c1cccc(N(CC(=O)Nc2ccc(S(=O)(=O)N3CCCC3)cc2)S(C)(=O)=O)c1
→ 4, -11, 2, 0, 10, 9, 1, x
CCOC(=O)c1sc(NC(=O)c2cccnc2)nc1C
→ -10, x, 2, 1, -23, -2, x, -4
O=C1Cc2cc(S(=O)(=O)NCc3ccc(F)cc3)ccc2N1
→ 22, x, x, x, 9, 3, x, -2
CC(=O)Nc1ccc(NC(=O)c2ccccc2C)cc1
→ 5, -3, 1, -9, x, 30, 4, 8
CSCC[C@H](NC(=O)OC(C)(C)C)c1nnc(SCC(=O)Nc2c(C)cccc2C)o1
→ 1, -5, 0, -7, x, -8, -1, 1
CC(C)c1ccccc1NC(=O)CC1(CC(=O)O)CCCC1
→ -5, 6, x, x, -6, x, x, -7
COc1ccc(NC(=O)Nc2nccs2)cc1
→ x, x, -3, 1, x, -15, -4, 11
O=C(CCn1cnnn1)Nc1ccc(F)cc1
→ -9, 12, x, -6, -67, x, x, x
Cc1ccc(S(=O)(=O)N(C)C[C@H]2OCCCC[C@@H](C)Oc3ccc(NS(=O)(=O)c4c(C)noc4C)cc3C(=O)N([C@@H](C)CO)C[C@H]2C)cc1
→ 11, -22, 2, 1, 2, x, -2, -2
COc1ccc(NC(=O)N(C)C[C@H]2Oc3ccc(NS(=O)(=O)c4ccc(C)cc4)cc3C(=O)N([C@H](C)CO)C[C@H]2C)cc1
→ -14, -9, x, x, 1, 13, x, -1
Cc1ccc(S(=O)(=O)Nc2ccc3c(c2)CC(=O)N([C@H](C)CO)C[C@@H](C)[C@H](CN(C)Cc2ccc(Cl)c(Cl)c2)O3)cc1
→ -9, -11, 6, 3, -4, 103*, 2, -10
O=C(O)COc1ccc2c(c1)O/C(=C\c1ccco1)C2=O
→ -5, 3, -1, x, -6, 0, -13, -10
[O-][n+]1cccc2c(Br)cc(Br)c(O)c21
→ -2, 13, -1, x, 2, 3, 2, x
COc1cc2ccccc2cc1C(=O)Nc1ccc(N2CCN(C(=O)C(C)C)CC2)cc1
→ 12, 13, 11, -7, -21, -1, -2, -10
CN(Cc1ccccc1)S(=O)(=O)c1ccc(Cl)c(C(=O)NCCCN2CCOCC2)c1
→ -1, -16, 1, 0, -2, 0, -1, -4
S=C(NCc1cccnc1)Nc1ccc2c(c1)OCO2
→ 7, 4, -2, 10, -16, x, 4, x
CC(C)OC(=O)CN1C(=O)C(=O)c2ccccc21
→ x, x, 5, -3, 28, -9, -5, 3
Cc1ccc(NC(=O)CC2COc3ccccc3O2)cc1 (configuration not stated)
→ -20, -1, 0, -3, x, 113*, 1, 21
NNC(=O)c1cn2ccccc2n1
→ x, x, -1, 19, x, -9, 0, 17
C[C@@H]1CCCCO[C@H](CN(C)C(=O)NC2CCCCC2)[C@@H](C)CN([C@H](C)CO)C(=O)c2cc(NS(=O)(=O)c3cccs3)ccc2O1
→ 6, -5, 1, -10, -17, -24, 0, 7
C[C@@H]1CN([C@H](C)CO)C(=O)Cc2cc(NC(=O)Nc3ccccc3)ccc2O[C@@H]1CN(C)C(=O)Nc1ccc2c(c1)OCO2
→ -15&4, 10&-2, -1, x, 5, -12, -4, -11
Cc1ccc(NC(=O)C(=O)C2C(=O)Nc3ccccc32)cc1 (configuration not stated)
→ -28, 3, 0, 1, -5, x, 3, 0
Cc1cnc(C(=O)OCC(=O)NC2CCCCCC2)cn1
→ -6, 7, x, -1, -5, x, x, -2
CC(C)CC#Cc1cnc2c(c1)C(=O)N([C@H](C)CO)C[C@H](C)[C@@H](CN(C)C(=O)c1ccccc1)O2
→ -14, -12, 0, -4, x, 34, -1, -4
CCOc1ccccc1NC(=O)c1ccc(F)c(S(=O)(=O)N2CCC3(CC2)OCCO3)c1
→ x, x, -2, -6, x, -13, -2, -3
C[C@@H]1CN([C@@H](C)CO)C(=O)c2cc(-c3ccccc3)cnc2O[C@H]1CN(C)C
→ 3, 16, -1, -6, x, 2, -2, 6
Cc1ccc(-c2ccc([C@@H]3[C@H]4CN(C(=O)c5ccncc5)CC(=O)N4[C@H]3CO)cc2)cc1
→ -9, 6, x, x, 5, x, x, -2
CC(=O)N1CCC(N(CCCOC(C)C)C(=O)Nc2ccc(C)c(C)c2)CC1
→ x, 6, 0, 2, x, 9, 1, -2
OC1(c2ccc(Cl)cc2)CCN(Cc2cn[nH]c2-c2ccccc2)CC1
→ x, x, 0, -4, 10, x, 1, 5
Cn1c(C23CC4CC(CC(C4)C2)C3)n[nH]c1=S
→ -9, 4, x, 4, -6, x, x, x
CCOc1cc(S(=O)(=O)NC2CCCC2)ccc1Cl
→ x, x, -4, -2, x, 40, -1, -6
CCOC(=O)c1cc(C(=O)Nc2cccc(C)c2)nn1C
→ -37, 9, -6, -8, x, -38, -3, -1
